EBI2 antag = blocks human EBI2 receptor beta-arrestin signaling; EBI2 beta-arrestin recruitment, luminescence, 7a,25-OHC stimulated; inhibition, % at 5 µM; P32249; hit rate 0.81% among 360,000; in the data active means inhibition above about 38%;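 further: enzyme fragment complementation signal reports receptor beta-arrestin coupling in cells; 0% = agonist plus DMSO wells and 100% = wells without agonist; some results beyond the cut were filed as inactive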
Target sequence (P32249 whole entry, looked up, the tested form may be a part): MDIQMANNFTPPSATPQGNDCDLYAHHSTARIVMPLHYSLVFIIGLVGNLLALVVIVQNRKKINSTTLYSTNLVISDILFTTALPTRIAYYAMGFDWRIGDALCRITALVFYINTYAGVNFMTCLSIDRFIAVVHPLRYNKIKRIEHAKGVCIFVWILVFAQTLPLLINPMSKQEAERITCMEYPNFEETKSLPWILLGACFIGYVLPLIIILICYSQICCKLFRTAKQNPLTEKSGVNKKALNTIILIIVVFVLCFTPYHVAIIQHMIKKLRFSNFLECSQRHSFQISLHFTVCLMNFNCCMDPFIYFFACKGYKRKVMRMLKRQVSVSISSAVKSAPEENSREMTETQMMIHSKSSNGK
Starred values were filed as active, the others as inactive. An excerpt. The share of hits here may be higher or lower than overall.

EBI2 antag | Structure
7.0 | Cc1cc(C)cc(C(O)c2ncc(-c3ccccc3C)[nH]2)c1 (stereo unspecified)
-2.2 | O=C(Nc1cccc(C(F)(F)F)c1)Nc1nnc([C@H]2C[C@H](O)[C@@H](CO)O2)s1
-7.1 | C[C@@H]1CCCCO[C@@H](CN(C)S(=O)(=O)c2cn(C)cn2)[C@@H](C)CN([C@H](C)CO)C(=O)c2cc(NC(=O)Nc3ccc(C(F)(F)F)cc3)ccc2O1
5.0 | O=C(CCNC(=O)C1CCN(S(=O)(=O)c2ccccc2)CC1)NCc1cccnc1
12.9 | N#CCCN(Cc1ccccc1)C(c1ccnc2ccccc12)c1nnnn1-c1ccc2c(c1)OCCO2 (stereo unspecified)
-2.0 | Cc1cccc(C)c1NC(=O)C(c1ccnc2ccccc12)N1CCN(C)CC1 (stereo unspecified)
1.7 | CC(=O)c1cccc(Nc2ccc(Br)cc2)c1
7.5 | Cc1ccc(S(=O)(=O)N2CCC(=O)N([C@H](COCc3cccc(Cl)c3)Cc3ccccc3)CC2)cc1
13.2 | Cn1c(NCc2ccccc2F)nc2cc(-c3cccc(C(F)(F)F)c3)sc2c1=O
-12.1 | COc1ccc(S(=O)(=O)N2CCOCC2)cc1NC(=O)CCCOc1ccc(C(C)=O)cc1
-11.5 | Cc1nc(C(F)(F)F)ccc1C(=O)N1CCC1(C)C(=O)NS(=O)(=O)c1cccc(C#N)c1 (stereo unspecified)
-1.3 | Fc1ccc(-c2nc3ccc(Br)cn3c2Cc2ccsc2)cc1
-3.0 | Cc1cccc(C)c1NC(=O)C(c1ccccc1)N1CCN(c2ccc(F)cc2)CC1 (stereo unspecified)
1.0 | COc1ccc(NC(=O)CN(C)C(=O)c2cc(C)oc2C)cc1
-3.2 | O=c1ccoc2ccccc12
8.4 | C[C@@H]1CN([C@@H](C)CO)C(=O)c2c(c3ccccc3n2C)-c2ccccc2CO[C@H]1CN(C)C(=O)[C@H](C)c1ccccc1
-15.1 | COc1ccc(S(=O)(=O)Nc2ccc3c(c2)C(=O)N([C@H](C)CO)C[C@H](C)[C@@H](CN(C)S(=O)(=O)c2cn(C)cn2)OCCCC[C@H](C)O3)cc1
2.5 | COc1cc(Cl)ccc1OC1(C)CCN(Cc2cccc(OC)c2OC)C1 (stereo unspecified)
1.8 | NC(=O)c1csc(C2OC(CO)C(O)C2O)n1 (stereo unspecified)
32.4 | COC(=O)c1ccc2nc(-c3ccc(C#N)cc3)c(Cc3cccc(F)c3)n2c1
-1.7 | Cc1ccc([C@H]2C[C@@H](n3cc(C4CC4)nn3)[C@H](O)CN2Cc2cccs2)cc1
19.9 | CCOC(=O)[C@]12CCCC=C1N(CCc1ccc(OC)c(OC)c1)C(=O)[C@H](CC(=O)NCCCCc1ccccc1)C2
24.2 | CC1=CC(=NOS(=O)(=O)c2ccc(C)cc2)CC(C)(C)C1
5.4 | COc1cccc(S(=O)(=O)N(C)C[C@H]2Oc3cc(Br)ccc3S(=O)(=O)N([C@@H](C)CO)C[C@H]2C)c1

Among those listed so far, these have a Cl atom.
EBI2 antag | Structure
7.5 | Cc1ccc(S(=O)(=O)N2CCC(=O)N([C@H](COCc3cccc(Cl)c3)Cc3ccccc3)CC2)cc1
2.5 | COc1cc(Cl)ccc1OC1(C)CCN(Cc2cccc(OC)c2OC)C1 (stereo unspecified)

(listing goes on)
EBI2 antag | Structure
-0.8 | CC1=C(O)c2ccccc2C(=O)C1=O
-4.3 | COCCNC(=O)C1CCCN(C(=O)c2sc(-c3ccccc3)nc2C)CC1 (stereo unspecified)
11.7 | Cc1ccc(-c2ccc(C3=CC(=O)CC(C)(C)C3=O)cc2)cc1
-12.3 | C[C@H]1CN([C@@H](C)CO)C(=O)CCCn2nncc2CO[C@H]1CN(C)C(=O)Nc1cccc(Oc2ccccn2)c1
-1.1 | COC(=O)[C@@]12C[C@@H](CC(=O)N3CCOCC3)C(=O)N(Cc3ccc4c(c3)OCO4)C1=CCC(C)(C)C2
2.5 | NC(=O)NN=C1CCN2CCCc3cccc1c32
52.0* | COc1ccc(-c2cc(NC=O)c3ncc(-c4cccc(C(=O)N(C)C)c4)n3c2)c(OC)c1
7.6 | COc1cccc(C(C(=O)NC2CCCC2)N2CCN(c3ncccc3C#N)CC2)c1OC (stereo unspecified)
25.7 | COc1cccc(CN2CCC2(C)C(=O)Nc2cccc3cccnc23)c1F (stereo unspecified)
3.2 | Cc1c(C(=O)NCc2ccccc2)sc(=O)n1Cc1ccccc1F
-4.8 | C[C@@H]1CN([C@H](C)CO)C(=O)CCCn2nncc2CO[C@H]1CN(C)Cc1ccncc1
-19.7 | Cn1cnc([N+](=O)[O-])c1Sc1ccncn1
-16.8 | O=C1OCCC1=CN1CCCCC1
-0.8 | O=C(NCc1ccccc1)C1c2ccccc2OCC(=O)N1C1CC1 (stereo unspecified)
-8.8 | O=C(Nc1cccc(F)c1)Nc1nnc([C@@H]2O[C@H](CO)[C@@H](O)[C@H]2O)s1
-9.0 | COc1cc(OC)cc(-c2noc([C@@H]3O[C@H](CO)[C@H](O)[C@H](O)[C@H]3O)n2)c1
0.3 | COc1cc(OC)nc(Nc2nc(C(N)Cc3ccccc3)cs2)n1 (stereo unspecified)
-4.2 | CCC(=NNS(=O)(=O)c1ccc(C)cc1)c1ccccc1
-5.1 | CCCCCc1c(Cc2ccccc2)ncn1CCc1ccccc1OC
29.7 | C(=C\c1ccccc1)/CN1CCN(C(c2cc3ccccc3o2)c2nnnn2C2CCCCC2)CC1 (stereo unspecified)
15.0 | OC[C@@H]1CN(Cc2ccc3c(c2)OCO3)C[C@H](n2cnc3c(NC4CC4)ncnc32)O1
-2.9 | CCCCCNC(=O)C1C(=O)Nc2ccccc2C(=O)N1C(C)(C)C (stereo unspecified)
3.4 | COc1cc(CNc2ncnc3c2ncn3[C@H]2CN(Cc3ccc(Cl)cc3)C[C@@H](CO)O2)cc(OC)c1OC
-3.2 | O=C(c1ccco1)N1CCN(C2CN(CCc3ccccc3)S(=O)(=O)C2)CC1 (stereo unspecified)

In the list so far, 4 contain a cyano group.
EBI2 antag | Structure
12.9 | N#CCCN(Cc1ccccc1)C(c1ccnc2ccccc12)c1nnnn1-c1ccc2c(c1)OCCO2 (stereo unspecified)
-11.5 | Cc1nc(C(F)(F)F)ccc1C(=O)N1CCC1(C)C(=O)NS(=O)(=O)c1cccc(C#N)c1 (stereo unspecified)
32.4 | COC(=O)c1ccc2nc(-c3ccc(C#N)cc3)c(Cc3cccc(F)c3)n2c1
7.6 | COc1cccc(C(C(=O)NC2CCCC2)N2CCN(c3ncccc3C#N)CC2)c1OC (stereo unspecified)

The results go on:
EBI2 antag | Structure
-4.2 | CCCN(C)C1CN(Cc2cn(Cc3ccc(OC)cc3)nn2)S(=O)(=O)C1 (stereo unspecified)
-6.9 | COc1ccc(CN2C(=O)CSCC2(C)C(=O)NC(C)C)cc1 (stereo unspecified)
-4.8 | COc1ccc(N2CCN(C(=O)C(=O)c3cccc([N+](=O)[O-])c3)CC2)cc1
-5.9 | Cc1cccc(-c2noc(-c3csc([C@@H]4C[C@H](O)[C@@H](CO)O4)n3)n2)c1
-11.0 | O=C1CC(c2ccccc2)NC(=S)N1 (stereo unspecified)
-11.0 | Cn1nc(C(C)(C)C)cc1N1C(=O)CCC1(C)C(=O)NC1CCCCC1 (stereo unspecified)
5.4 | Cc1ccc(S(=O)(=O)Nc2ccc3c(c2)C(=O)c2ccccc2-3)cc1
-0.4 | Cc1ccc(NC(=O)C2(C)CCN2C(=O)Cc2ccc(-c3ccccc3)cc2)cc1 (stereo unspecified)
3.8 | FC(F)(F)C1=NNC(c2ccc3ccccc3c2)=NN1
-1.9 | CS(=O)(=O)Nc1cccc(NC(=O)c2cccc3c(-c4cccnc4)coc23)c1
6.3 | Cc1cc(F)ccc1-c1cc(C(=O)NC2CCCCC2)[nH]n1
8.3 | CC(C)C(=O)N1CCC1(C)C(=O)Nc1ccc(-n2cccc2)cc1 (stereo unspecified)
-9.6 | O=C(C1=NOC2(C1)C(=O)Nc1ccccc12)N1CCOCC1 (stereo unspecified)
9.7 | CC1(C(=O)NC2CCN(Cc3ccccc3)CC2)CCN1Cc1ccc2ccccc2c1 (stereo unspecified)
-4.8 | CC1(C)CC(NC(=O)c2ccc(F)cc2)CC(C)(C)N1
3.2 | COc1cc(CN2C[C@@H](CO)O[C@@H](n3cnc4c(NCc5ccco5)ncnc43)C2)cc(OC)c1OC
0.8 | COC(=O)[C@H](Cc1ccccc1)NC(=O)/C=C/[C@H]1O[C@@H](n2cc(C)c(=O)[nH]c2=O)C[C@@H]1O
-5.1 | CC(=O)N1CCCC(c2cc(C(=O)Nc3ccccc3)no2)C1 (stereo unspecified)
-4.5 | O=C(c1[nH]c(C(F)(F)F)nc1-c1ccccc1)N1CCN(c2ncc(C(F)(F)F)cc2Cl)CC1
58.2* | CCC(c1nnnn1-c1c(C)cccc1C)N1CCN(C/C=C/c2ccccc2)CC1 (stereo unspecified)
-7.9 | CCC(=O)N1CCC1(C)C(=O)Nc1nccs1 (stereo unspecified)
-7.6 | CC(=O)Nc1ccc(C=C(C#N)c2ccc(C)cc2)cc1
33.6 | COC(=O)[C@]12CCCCC=C1N(Cc1ccc(Cl)cc1Cl)C(=O)[C@H](CC(=O)NCc1ccc(C)o1)C2
-5.0 | CCC(=O)Oc1ccc(NC(=O)c2ccc(S(=O)(=O)N3CCCC3)cc2)cc1
2.1 | CN(C)c1ccc(-c2ccnc3c2CC(C)(C(=O)NCC2CC2)O3)cc1 (stereo unspecified)
0.7 | NC(=Nc1c([N+](=O)[O-])cnc2ccccc12)N1CCOCC1
0.7 | CN1CCN(c2cc(-c3cccc(C(=O)O)c3)nc3ccnn23)CC1
-8.3 | COC(=O)C[C@@H]1C[C@H]2c3cc(NC(=O)CC4CC4)ccc3O[C@H]2[C@@H](CO)O1
26.2 | Cc1ccccc1S(=O)(=O)N1CCN(c2ccc3c(c2)C2CC3CCN2C(=O)OCc2ccccc2)CC1 (stereo unspecified)
7.6 | CCN(CC(=O)Nc1ccccc1C(F)(F)F)C(=O)c1ccc(NC(=O)c2cccs2)cc1
-11.3 | CCOc1ccc(-c2cnc3cccnn23)cc1
-6.1 | CCC(C(=O)NCc1ccccc1)n1c(Cc2cc(F)cc(F)c2)nc2ccccc21 (stereo unspecified)
-5.7 | Cc1ccc(OCCN2CCC2(C)C(=O)Nc2ccc3c(c2)OCO3)cc1 (stereo unspecified)
15.6 | Cc1[nH]c2ccccc2c1C(=O)c1cc(Cc2ccccc2)sc1N
-8.3 | CCCCNC(=O)C1c2ccccc2OCC(=O)N1Cc1ccco1 (stereo unspecified)
14.9 | COc1ccc(NC(=O)c2cc(-c3cc(Cl)ccc3C)n[nH]2)cc1OC
-17.7 | Nc1ncnc2c1ncn2[C@@H]1O[C@H](C(=O)Nc2ccc(C(=O)N3CCCCC3)cc2)[C@@H](O)[C@H]1O
-1.6 | CC1=C(C(=O)N(C)C)CC(CC(=O)NCc2cccc3ccccc23)C(=O)N1CCC1=CCCCC1 (stereo unspecified)
-25.5 | CS(=O)(=O)Nc1cccc(NC(=O)C2Cc3c(-c4cccc(F)c4)ccnc3O2)c1 (stereo unspecified)
-1.1 | Cc1ccnc(NCc2cc(Cl)ccc2O)c1
-3.1 | CC1=C(C(=O)N(C(C)C)C(C)C)CC(CC(=O)NC2CCCCC2)C(=O)N1Cc1ccccc1 (stereo unspecified)
-12.3 | CCCNC(=O)c1cc(S(=O)(=O)N2CCC3(CC2)OCCO3)ccc1F
-11.9 | Cc1ccnc(NCc2cc(Cl)cc(Cl)c2O)c1
12.7 | O=C(Nc1c(Cl)cccc1Cl)Oc1cccc2cccnc12
8.0 | Cc1cccc(CSCC(=O)N2CCN(S(=O)(=O)c3ccccc3C#N)CC2)c1
1.3 | C[C@H]1CN([C@@H](C)CO)C(=O)CCCn2nncc2CO[C@H]1CN(C)C(=O)Nc1ccc2c(c1)OCO2
20.6 | CCOC(=O)C1=CC[C@@H](c2ccccc2)N(S(=O)(=O)c2ccc(C)cc2)[C@H]1c1cccc(OC)c1
-4.6 | O=C1NC[C@@H](CCCCN2CCN(CCc3ccc(O)cc3)C(=O)C2=O)N(CC2CCCCC2)C1=O
2.5 | CC1Sc2ccc(C(=O)N(CCc3ccccc3)Cc3ccccc3)cc2NC1=O (stereo unspecified)
3.3 | O=S1(=O)CCN(Cc2cccnc2)CC1
3.5 | CSc1ccc(CN2CCC2(C)C(=O)Nc2cccc(NS(C)(=O)=O)c2)cc1 (stereo unspecified)
-9.8 | CC1(C(=O)NS(=O)(=O)c2ccccc2)CCN1C(=O)CC1CC1 (stereo unspecified)
-14.7 | Cc1nc2ccccn2c(=O)c1NC(=O)COc1ccccc1
-7.5 | CN1OC[C@@H]2CN(C(=O)c3ccco3)[C@H](c3ccc(-c4ccc(C#N)cc4)cc3)C[C@@H]21
-1.5 | O=c1[nH]cnc2c1nnn2C1OC(CO)C(O)C1O (stereo unspecified)
-3.1 | O=C(NCc1ccccc1)c1cc(C2CCCCN2C(=O)c2ccccc2)on1 (stereo unspecified)

(continued)
EBI2 antag | Structure
1.7 | Cc1ccc(CN2C(=O)C(Cc3ccccc3)Nc3ncnc(N4CCOCC4)c32)cc1 (stereo unspecified)
10.5 | CC(=O)c1cccc(-c2cnc3c(NC=O)cc(-c4ccccc4)cn23)c1
-5.3 | O=C(O)c1c[nH]c2nccnc12
2.7 | CCCc1nc2cc(C)c(Br)c(C)n2c1Cc1ccc(OC)cc1C
3.0 | COc1ccc(-c2ccc(CN3C(C(C)C)C(=O)N(Cc4cn(CC5CCCCC5)nn4)CCS3(=O)=O)cc2)cn1 (stereo unspecified)
3.9 | CC(C)(C)OC(=O)N1CCc2onc(-c3ccc(Cl)cc3)c2C1=O
-0.3 | COc1cccc(NC(=O)C2(C)CCN2C(C)C)c1OC (stereo unspecified)
-2.7 | COc1cccc(C(NC(C)=O)c2nc(-c3ccc(OC)nc3)cs2)c1 (stereo unspecified)
1.3 | CCCCn1nnnc1C(c1cc2ccccc2o1)N1CCN(C(=O)OCC)CC1 (stereo unspecified)
17.8 | COc1ccc(-c2cc(NC(C)=O)c3ncc(-c4cccc(C(F)(F)F)c4)n3c2)c(OC)c1
-3.9 | CN1C(=O)[C@H]2[C@@H](c3ccc(C(F)(F)F)cc3)N[C@]3(CCCN(Cc4cccn4C)C3=O)[C@H]2C1=O

Screens deposited in PubChem BioAssay by Sanford-Burnham Center for Chemical Genomics.
